Source: PubChem
Polio RdRp inh: poliovirus RNA polymerase inhibition; P03300; poliovirus polymerase elongation, fluorescence polarization; hits give low values; % elongation, % (compound at 16.7 µg/mL); 150,000 tested, 0.66% active; in the data active = % elongation below about 90%; also: some results filed as inactive read as strong as hits
Target sequence (P03300 1749-2209 limits assumed): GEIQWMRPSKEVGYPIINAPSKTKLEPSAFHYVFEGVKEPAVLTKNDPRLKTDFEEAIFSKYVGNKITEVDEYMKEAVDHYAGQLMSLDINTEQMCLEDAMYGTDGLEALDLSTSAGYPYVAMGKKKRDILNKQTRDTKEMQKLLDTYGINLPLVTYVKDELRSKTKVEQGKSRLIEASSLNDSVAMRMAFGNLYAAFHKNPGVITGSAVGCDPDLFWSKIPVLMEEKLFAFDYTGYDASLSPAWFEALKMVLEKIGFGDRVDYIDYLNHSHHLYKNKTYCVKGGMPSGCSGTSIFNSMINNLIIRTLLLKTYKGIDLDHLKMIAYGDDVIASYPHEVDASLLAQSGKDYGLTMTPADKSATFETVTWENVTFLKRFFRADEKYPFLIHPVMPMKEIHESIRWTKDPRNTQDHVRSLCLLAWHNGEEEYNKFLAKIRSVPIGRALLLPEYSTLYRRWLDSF
Polio RdRp inh FP z-score: further read-out of Polio RdRp inh, marked with its call; z-score; measured here: FP z-score; hits read low
Active calls of the source: *; & = joins results of further samples. Some of the compounds tested; count on the stated rates, not on these rows.

SMILES | Polio RdRp inh | Polio RdRp inh FP z-score
COC(=O)CN(c1cccc(C)c1)S(=O)(=O)c1ccccc1 | 100 | -0.1
COC(=O)c1cccc(COC(=O)CCc2nc3ccccc3[nH]c2=O)c1 | 100 | -0.1
O=C(Nc1ccccc1)OCC(F)(F)F | 102 | 0.2
CCN(CC)CCCNC(=O)CSc1nc2nc(C)c(Cc3c(F)cccc3Cl)c(C)n2n1 | 107 | 0.6
CCc1ccccc1NC(=O)Cn1c(=O)n(-c2cccc(C)c2)c(=O)c2c1c1cc(OC)ccc1n2C | 104 | -0.9
CC(C)N(C(=O)Cn1cc(S(=O)(=O)Cc2ccc(Cl)cc2)c2ccccc21)C(C)C | 119 | 0.5
Cc1ccc(NC(=O)COC(=O)c2cccc(C(F)(F)F)c2)cc1C | 105 | 0.7
CCOC(=O)Cc1ccc(NC(=O)Nc2ccccc2OCc2cc(=O)n3ccccc3n2)cc1 | 106 | 0.1
Cc1nnc(Sc2nc3ccc(Cl)cc3s2)n1-c1ccc2c(c1)OCCO2 | 100 | -0.5
O=C(/C=C/c1ccc2c(c1)OCO2)NCc1ccccc1 | 102 | 0.1
COc1ccc(NC(=O)COC(=O)Cc2cccc(C(F)(F)F)c2)cc1 | 102 | 0.4
O=C(c1ccn(C(=O)c2ccc(Cl)cc2Cl)n1)N1CCCCC1 | 103 | 0.5
COC(=O)c1cc(OC(=O)c2nc(-c3ccccc3)oc2C)cc(C(=O)OC)c1 | 103 | 0.1
O=C(O)/C(=C\c1ccccc1)c1cccs1 | 101 | 0
CCCCCC1CC(CC(C)C(=O)Nc2nncs2)C(=O)O1 (stereo unspecified) | 100 | -0.5
CCN(CC)S(=O)(=O)c1ccc(S(=O)(=O)Nc2cc(Cl)ccc2OC)cc1 | 107 | 0.4
CC(C)(C)c1ccc(OCCn2c(=O)oc3ccccc32)cc1 | 99 | -1.5
CCOC(=O)C1CCN(C(=O)CSc2n[nH]c(-c3ccccc3)n2)CC1 | 114 | 1.2
CC(=O)NCc1n[nH]c(=O)c2ccccc12 | 103 | 0.1
Cc1ccc(C2=NS(=O)(=O)N(C)C(C(=O)Nc3cc(C)n(CC(=O)N4CCOCC4)n3)=C2)cc1 | 101 | -0.3
COc1ccc(Cl)cc1NC(=O)c1sc2nc(C)n(C)c(=O)c2c1C | 99 | -1.5
CCc1nn(Cc2cc(C)ccc2C)c(=O)c2cc3cc(C)ccc3n12 | 106 | -1.2
Nn1c(SCc2cc(=O)oc3cc(O)c(O)cc23)nnc1-c1ccncc1 | 106 | 0.5
N#Cc1ccc(C#N)c(-c2ccccc2)c1 | 102 | -0.2
Cc1nnsc1C(=O)N1CCN(C=O)CC1 | 100 | -0.8
COc1ccc(CC(=O)N(Cc2nc(-c3ccc(Cl)cc3)no2)C(C)C)cc1OC | 101 | -0.6
Clc1ccc(OCc2nc3ccccc3n2Cc2ccccc2)c(Cl)c1 | 109 | 0.4
N#CCc1nc2ccccc2c(=O)[nH]1 | 99 | -0.3
Cc1ccc(S(=O)(=O)NC(=O)N2CCCC2)cc1 | 100 | -0.5
O=C(COC(=O)/C=C/c1cccc(Cl)c1)NC1CCCCC1 | 103 | 0.5
N/C(=N\O)c1ccc(NC(=O)c2ccccn2)cc1 | 104 | 0.2
O=C(NCCc1cccs1)c1ccc(Cl)cc1 | 102 | 0.2
O=C(CN1CCc2sccc2C1c1cccs1)N1CCC(c2ccccc2)=N1 (stereo unspecified) | 100 | -0.2
CC(NC(=O)c1ccc(-c2ccccc2)cc1)C(=O)O (stereo unspecified) | 103 | 0.7
CCc1cc2c(cc3c(=O)n(CC(=O)NC4CCC(C)CC4)ncn32)s1 (stereo unspecified) | 107 | 0.3
CCCCC(=O)Nc1ccc(N2CCN(C(=O)CCC)CC2)c(Cl)c1 | 102 | 0.4
Cc1cccc(NS(=O)(=O)c2ccc3[nH]c4c(c3c2)CCCCCC4)c1 | 110 | 0.6
COc1cccc(NC=C2C(=O)OC(C)(C)OC2=O)c1 | 99 | -1
c1ccc2c(c1)CCCC2C1=NCCN1 (stereo unspecified) | 100&100 | 0&0.1
COc1ccc2c(c1)C(=O)/C(=C/c1ccc(N(C)C)cc1)CC2 | 112 | 3.9
COc1cccc(NC(=O)c2sc3nc(C)c(C(=O)Nc4ccc(C)cc4C)c(-c4ccccc4Cl)c3c2N)c1 | 104 | -0.4
COC(=O)c1cnc(N2CCN(c3ncc(C(=O)OC)c(C(F)(F)F)n3)CC2)nc1C(F)(F)F | 102 | 0.1
Cc1nn(-c2ccc(F)cc2)c(-n2cccc2)c1C(=O)N1CCN(c2ccc(F)cc2)CC1 | 107 | -0.2
O=C(NCC1CCCO1)C1CC(c2ccc(F)cc2)=NO1 (stereo unspecified) | 100 | -0.2
Cc1ccccc1SCC(=O)OC(C)C(N)=O (stereo unspecified) | 97 | -0.6
CC(=O)N1CCN(C(=O)CSc2nc3cc(Cl)ccc3s2)CC1 | 103 | 0.7
COC(=O)c1ccccc1S(=O)(=O)NC(=O)N(C)c1nc(C)nc(OC)n1 | 98 | -0.3
COc1ccc(C(=O)c2sc3nc(-c4ccc(C)cc4)cc(C(F)(F)F)c3c2N)cc1 | 106 | 0.2
NC(N)=NCc1cccc(I)c1 | 99 | 0
O=C(Cc1nc2ccccc2[nH]1)Oc1ccccc1 | 75* | -3.6*

Remaining list, next part
SMILES | Polio RdRp inh | Polio RdRp inh FP z-score
CCc1ccccc1N=C1SCC(=O)N1C | 104 | 1
Cc1ccc2c(=O)cc(C(=O)Nc3ccc(S(=O)(=O)Nc4onc(C)c4C)cc3)oc2c1C | 99 | -1.5
Nc1nc(C2CCCCC2)cs1 | 103 | 0.7
Cc1ccc(CCNC(=O)c2ccc(CNS(=O)(=O)c3ccc(C)cc3)cc2)cc1 | 103 | -2
O=C(NCCn1ccc2ccccc21)c1ccc(Cl)cc1 | 102 | -0.9
NC(=O)c1ccc(NC(=O)Cc2coc3cc4c(cc23)CCC4)cc1 | 106 | 0.4
COC(=O)c1ccc(/C=C2/Oc3ccccc3N(Cc3ccccc3F)C2=O)cc1 | 104 | 0.8
COc1ccc(CNC(=O)C(=O)Nc2c3c(nn2-c2ccccc2)CSC3)cc1 | 101 | -1
CC1CN(C(=O)COC(=O)c2cccc3ccccc23)CC(C)O1 (stereo unspecified) | 98 | -0.6
O=C(CCc1nc2cccnc2n1-c1ccccc1)NC1CCCCC1 | 101 | 0.2
Cn1nnc2c(N3CCN(c4cccc(Cl)c4)CC3)ncnc21 | 106 | -0.3
CN(Nc1ccccc1)C1=C(C#N)CN(C2CCCCC2)C1=O | 102 | -0.1
CCc1ccccc1Nc1nc(N)nc(CNCc2ccc(F)cc2)n1 | 104 | 0.1
COc1ccccc1-n1c(SCC(=O)Nc2ccc(C)cc2)nc(O)cc1=O | 96 | -2.9
COc1cc(-c2n[nH]c(=S)n2C)cc(OC)c1OC | 100 | -0.3
CCOC(=O)c1c(N)n(-c2ccc(OCC)cc2)c2nc3ccccc3nc12 | 107 | 0.4
CC1CCCCN1S(=O)(=O)c1ccc(N)cc1 (stereo unspecified) | 106 | 0.3
CCN(CC)S(=O)(=O)c1ccc2c(c1)c(=O)c(C(=O)N(C)Cc1ccccc1)cn2C | 107 | 0.5
Cc1cc(C)c2oc(C(=O)Nc3ccc(S(=O)(=O)N(C)c4ccccc4)cc3)cc(=O)c2c1 | 109 | 0.3
O=C(/C=C/C=C/c1ccc2c(c1)OCO2)N1CCCCC1 | 100&100 | 0.1&0
Cc1ccccc1CNC(=O)c1cc2cc(S(=O)(=O)N3CCCCC3)ccc2n1C | 107 | -0.3
CNC(=O)COc1ccccc1C(F)(F)F | 101 | -0.5
O=c1nc(NC2CCCCC2)cn[nH]1 | 103 | 0.3
CC(Sc1nc2cc(Cl)ccc2c(=O)n1C(C)C)C(=O)Nc1ccc(N2CCOCC2)cc1 (stereo unspecified) | 105 | 0.3
COc1ccc(C(=O)NC(C)C)cc1I | 101 | 0.1
Cc1ccc(NC(=O)C2CCCN(S(=O)(=O)c3ccc(C)cc3)C2)cc1 (stereo unspecified) | 109 | 0.6
Cc1ccc2nc(N(CCCN(C)C)C(=O)c3ccc(Br)s3)sc2c1 | 97 | -1.8
Cc1ccccc1-n1ccnc1SCC(N)=O | 99 | -0.8
Cc1nc(NC2=NCN(CCCN3CCOCC3)CN2)nc2c(C)cccc12 | 101 | 0
Cn1cc(S(=O)(=O)Nc2ccccc2N2CCOCC2)c(C(F)(F)F)n1 | 104 | 0
O=C(c1ccccc1)N1c2nc(-c3ccco3)nn2C2(CCCCC2)[C@@H]2CCCC[C@@H]21 | 104 | 0.1
COc1ccc(-c2noc(N3CC(C)CC(C)C3)n2)cc1OC (stereo unspecified) | 101 | -0.9
CCOc1ccc(-c2nc(C#N)c(NCCCN(CC)CC)o2)cc1 | 100 | -0.5
Cc1ccc(-n2ncc(C(=O)NCCN3CCOCC3)c2C2CCN(C(=O)OC(C)(C)C)CC2)c(C)c1 | 105 | -0.1
CCOC(=O)CC(=O)Cc1nc(N)nc(Nc2ccc(C)c(C)c2)n1 | 105 | 1.1
Brc1ccc2ncnc(N3CCCCCC3)c2c1 | 104 | 1.2
CCn1cc2nc(SCc3cccc(F)c3)n(CCc3ccccc3)c(=O)c2n1 | 98 | -1.9
Cc1cccc(CN2CCc3nc(N4CCN(c5ccccn5)CC4)ncc3C2)c1 | 97 | -1.3
CCOC(=O)c1nc(C)sc1-c1ccnn1S(=O)(=O)c1ccc(Cl)cc1Cl | 106 | 0.6
FC(F)(F)c1ccc2ccccc2c1Cl | 103 | 0.2
Cn1c(=O)cc(SCC(=O)Nc2cccc(C#N)c2)c2ccc(Cl)cc21 | 104 | 0
Cc1noc(C)c1C(=O)OCC(=O)NC(c1ccccc1)c1ccccc1 | 102 | 0.2
CS/C(=C(/C#N)S(=O)(=O)C(C)C)N1CCCCC1 | 105 | 0.8
CCOC(=O)Cn1c(=O)n(C2CCCCC2)c2nc(-c3cccc(F)c3)nc(C(N)=O)c21 | 106 | 0
CCOC(=O)c1ccc(NC(=O)c2sc3nc4n(c(=O)c3c2C)CCC4)cc1 | 101 | -0.9
CC(=O)Nc1nnc2n1CCS2 | 101 | -1.4
C/C(=N\N=C(/N)SCc1cc(F)cc2c1OCOC2)c1ccc(C)nc1 | 101 | 0
Cc1ccc2nc(/C(C#N)=C/c3ccc(-c4ccc(C(=O)OC(C)C)cc4)o3)[nH]c2c1 | 82 | -5.3
CCCN1C(=O)c2ccccc2CC1(C)C(=O)NC1CCCCCC1 (stereo unspecified) | 103 | 0.2
COc1ccc(CC2C(=O)NC(=O)N(c3cccc(Cl)c3)C2=O)cc1 (stereo unspecified) | 102 | -0.2

Continued (2 carried over from the part before).
SMILES | Polio RdRp inh | Polio RdRp inh FP z-score
CCCN1C(=O)c2ccccc2CC1(C)C(=O)NC1CCCCCC1 (stereo unspecified) | 103 | 0.2
COc1ccc(CC2C(=O)NC(=O)N(c3cccc(Cl)c3)C2=O)cc1 (stereo unspecified) | 102 | -0.2
COc1ccccc1CNC(=O)CN1C(=O)CSc2ccc(S(=O)(=O)N3CCCCC3)cc21 | 108 | -0.5
CCN(c1ccc(C)c(C)c1)S(=O)(=O)c1cc(Br)cc2c1N(C(C)=O)C(C)C2 (stereo unspecified) | 102 | 0.3
CCOC(=O)c1ccc(NC(=O)C2(S(=O)(=O)c3ccc(Cl)cc3)CC2)cc1 | 110 | 0.8
COc1ccc(CNC(=O)c2cc(-c3ccc(C)cc3)nc3n[nH]c(-c4ccc(Br)cc4)c23)cc1 | 105 | -0.1
COc1ccc(C(C(=O)Nc2ccc(C(C)C)cc2)N(C)C(=O)Cc2cccs2)cc1 (stereo unspecified) | 105 | 0.1
COc1ccc(N2COc3ccc(OC)cc3C2)cc1 | 99 | -0.6
CC(=O)N1CCCc2cc(S(=O)(=O)NCc3ccc(N(C)C)cc3)ccc21 | 110 | 0.5
Cc1ccc2c(c1)c1c3n2CCN(C(=O)Cn2c(-c4ccccc4)noc2=O)C3CCC1 (stereo unspecified) | 105 | 0.6
CCC(c1nnnn1CCOC)N1CCN(c2nc3ccccc3s2)CC1 (stereo unspecified) | 101 | -0.3
O=C(CSc1nnc(COc2ccc(Cl)cc2)o1)Nc1ccccc1 | 101 | -1
Oc1c(C(c2ccccc2)N2CCN(c3cccc(Cl)c3)CC2)sc2nc(-c3ccco3)nn12 (stereo unspecified) | 104 | -0.4
Cc1ccccc1CCN | 106 | 0.4
CCN1c2ccccc2-n2cccc2C12CCN(C(=O)Nc1ccccc1Br)CC2 | 105 | -0.2
CCCN(CCC)C(=O)Cn1c(=O)n(-c2ccc(OC)cc2)c(=O)c2ccc(C(=O)NCc3ccc(C)cc3)cc21 | 103 | 0
COc1ccc(NC(=O)C(C)n2sc3ccccc3c2=O)cc1 (stereo unspecified) | 102 | -0.2
CCCCN=C1SCC(c2c[nH]c3ccccc23)=NN1C | 108 | 0.6
CCCS(=O)(=O)N1CCCC(C(=O)NC(C)C)C1 (stereo unspecified) | 102 | 0.6
CN(CCNC(=O)Cn1ncc2c3ccccc3n(C)c2c1=O)C1CCCCC1 | 104 | 0.7
O=C(NCc1ccccc1)C1CCN(C(=O)c2cnn(-c3ccccc3)c2-n2cccc2)CC1 | 112 | 0.4
O=c1n(CCSc2nnnn2-c2ccccc2)nnn1-c1ccccc1 | 101 | -0.1
COCCn1c(SCc2cc(=O)n3ccsc3n2)nnc1-c1ccncc1 | 102 | 0
COc1ccc(C2C(C#N)=C(N)OC(C3CC3)=C2C#N)cc1 (stereo unspecified) | 104 | -0.2
CCOC(=O)c1sc(=NC(=O)c2ccc(OCC)cc2)n(C)c1C | 103 | 0.3
O=P1(O)C=C(c2ccccc2)OC(c2ccccc2)=C1 | 107 | 0.6
Cc1ccc2nc(-c3ccc(Cl)c(NC(=O)c4ccc5c(c4)OCCO5)c3)oc2c1 | 107&102 | 0.7&0.1
O=C1CCC(C(=O)OCC(=O)c2ccccc2)N1 (stereo unspecified) | 102 | 0.3

Random excerpt: five compounds from above
SMILES | Polio RdRp inh | Polio RdRp inh FP z-score
COc1ccc(CC(=O)N(Cc2nc(-c3ccc(Cl)cc3)no2)C(C)C)cc1OC | 101 | -0.6
CCCCN=C1SCC(c2c[nH]c3ccccc23)=NN1C | 108 | 0.6
NC(=O)c1ccc(NC(=O)Cc2coc3cc4c(cc23)CCC4)cc1 | 106 | 0.4
COC(=O)c1cnc(N2CCN(c3ncc(C(=O)OC)c(C(F)(F)F)n3)CC2)nc1C(F)(F)F | 102 | 0.1
O=C(NCCc1cccs1)c1ccc(Cl)cc1 | 102 | 0.2
